Assay outcomes (PubChem BioAssay)
HIV fusion peptide – inhibitors of HIV fusion peptide binding, primary screen, biochemical, uHTS, fluorescence dequenching (AID 1986) | cell-free peptide binding, fluorescence dequenching, 30 min; higher % means a stronger effect | inhibition, % at 20 µM, or IC50 in µM where a hit was titrated | hit rate 0.3% among 290,000; in the data active = inhibition mostly above about 52%, no sharp cut-off; inactive = mostly below about 76%; note: some results filed as inactive read as strong as hits
Yfh1-off respiration – enhancers of respiration in Yfh1-depleted yeast, dose response, Friedreich's ataxia, plus single-dose screen (AID 1465). hit rate 0.074% among 220,000. S. cerevisiae Yfh1-off respiration, WST-1 reduction, 72 h; higher fold induction means a stronger effect. fold induction at 50 µM, or EC50 in µM where a hit was titrated;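 active = fold induction of absorbance versus untreated yeast above a set limit, then at least 30% activation at any dose in follow-up; inconclusive = repeats straddling the limit, or above it without dose testing; inactive = fold induction below the set limit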;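 note: activators that raise dye reduction in frataxin-depleted yeast; strong numbers were not always called active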
West Nile antiviral – West Nile virus antiviral activity, cell-based, CPE readout (AID 1621) | West Nile virus-infected cells, CPE inhibition; higher % means a stronger effect | CPE inhibition, % at 10 µM, or IC50 in µM where a hit was titrated | hit rate 0.02% among 290,000; in the data active = a potency from the dose series; inconclusive = CPE inhibition mostly from about 3.7% at the one dose, without a potency; inactive = the rest, 99 in 100 with CPE inhibition below about 2.2%; note: strong numbers were not always called active
HEK293 NOD2/NF-kB – NOD2 signaling inhibitors, cell-based, luminescence, uHTS, HEK293 (AID 1566) | HEK293 NOD2/NF-kB luciferase reporter, luminescence; higher % means a stronger effect | inhibition, % at 4 µM, or EC50 in µM where a hit was titrated | hit rate 0.63% among 290,000; note: many of its hits are not listed in these tables
Dengue-2 NS5 capping – Dengue-2 NS5 methyltransferase inhibitors, primary screen, biochemical, confirmation dose response (AID 588689) | Genome polyprotein (Dengue virus type 2 (strain 16681-PDK53)) | Dengue-2 NS5 methyltransferase capping enzyme assay, biochemical; higher % means a stronger effect | inhibition, % at 25 µM, or IC50 in µM where a hit was titrated | hit rate 0.3% among 340,000; in the data active = a potency from the dose series; inconclusive = inhibition above about 29% without an active follow-up result
NOD1 inhibition – NOD1 signaling inhibitors, primary screen, cell-based, luminescence, uHTS (AID 1578); NOD1-driven NF-kB luciferase reporter cells, luminescence; higher % means a stronger effect; one-dose inhibition, % at 4 µM; EC50 in µM for titrated hits; hit rate 1% among 290,000; in the data active = inhibition mostly above about 36%, no sharp cut-off; inactive = mostly below about 34%;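 note: HEK-293T reporter cells stimulated with the NOD1 agonist gamma-tri-DAP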
KOR beta-arrestin-1 – KOR agonists, beta-arrestin recruitment, primary screen, cell-based, luminescence, uHTS (AID 1777) | KOR beta-arrestin recruitment, luminescence; higher % means a stronger effect | activation, % at 10 µM, or EC50 in µM where a hit was titrated | Kappa-type opioid receptor (Homo sapiens) | hit rate 0.02% among 280,000; in the data active = activation above about 50%, passing the limit was not always enough; note: a part of the inactive calls stands beside numbers as strong as those of hits
AID2073 – inhibitors of Mint1-CaV2.2 protein interaction, biochemical, HTRF (AID 2073); Voltage-dependent N-type calcium channel subunit alpha-1B (Homo sapiens); HTRF protein-protein interaction, Mint1-CaV2.2; higher % means a stronger effect; inhibition, % at 20 µM; hits with a dose series show IC50 in µM; hit rate 0.19% among 290,000; in the data active = inhibition mostly above about 51%, no sharp cut-off; inconclusive = no clear call, values can overlap the other calls; inactive = mostly below about 53%; note: some results filed as inactive read as strong as hits
KOR beta-arrestin-2 – KOR antagonists, beta-arrestin recruitment, cell-based, luminescence, uHTS (AID 1778); Kappa-type opioid receptor (Homo sapiens); KOR beta-arrestin recruitment, luminescence, antagonist mode; higher % means a stronger effect; inhibition, % at 10 µM; hits with a dose series show IC50 in µM; hit rate 0.091% among 290,000; note: strong numbers were not always called active
Dengue-2 NS5 capping pilot replicate – further read-out of Dengue-2 NS5 capping, marked with its call; inhibition, %; measured here: pilot screen replicate inhibition
The depositor's hits bear a star; i = inactive; ? = inconclusive; . = no result given; [ ] = remark or other dose. Cut-off read from the data, not from the text of the source, unless noted: active = inhibition above about 50%; inactive = the rest. Not all compounds are listed; count on the stated rates, not on these rows.

SMILES | HIV fusion peptide | Yfh1-off respiration | West Nile antiviral | HEK293 NOD2/NF-kB | Dengue-2 NS5 capping | NOD1 inhibition | KOR beta-arrestin-1 | AID2073 | KOR beta-arrestin-2 | others
CC(=O)N(C)c1ccc(NC(=S)NC(=O)/C=C/c2ccco2)cc1 | 4.6% | . | 2.2% | 5% | -4% | 20% | 4.0% | 11% | -10%
Cc1ccc(C(=O)Nc2cccc(N(C)S(C)(=O)=O)c2)cc1S(=O)(=O)Nc1ccccc1 | -3.1% | i | 2.5% | -56% | -2% | . | -2.0% | -4% | 7%
Cc1ccc2nc3ccc(N4CCN(C)CC4)nn3c(=O)c2c1 | -2.2% | . | . | -75% | 1% | 13% | 0.0% | 28% | -11%
CCc1ccc(NC(=O)COc2ccc3c(c2)OCO3)cc1 | -0.3% | . | 0.2% | -68% | -1% | -9% | 2.2% | 13% | -3%
CCOC(=O)C1=C[C@]2(CC)CCCN3CCc4c(n1c1ccccc41)[C@@H]32 | 2.5% | i | 0.2% | 26% | 3% | 24% | -0.1% | 2% | -54%
CC(=O)c1cccc(NC(=O)c2onc(C)c2Cl)c1 | 0.7% | i | -0.1% | -4% | -1% | 4% | -1.0% | -3% | -5%
COc1ccc(CC(=O)NNC(=O)CSc2ccc(C)cc2)cc1 | -0.7% | i | 1.0% | 16% | -4% | -24% | -4.3% | 12% | -10%[20 µM]
Cc1ccccc1N1C(=O)CC1(C#N)c1ccc(OCc2ccccc2)cc1 (configuration not stated) | 2.8% | i | -2.1% | 13% | -5% | -12% | -0.9% | 9% | -54%
CN1CCN(c2ccc(S(=O)(=O)N3CCCCC3)cc2NC(=O)c2ccc(C#N)cc2)CC1 | 0.8% | i | -0.7% | 18% | 2% | -20% | 4.7% | 0% | 9%
CCc1ccc(S(=O)(=O)ON2C(=O)c3ccccc3C2=O)cc1 | 2.7% | i | 0.7% | 9% | >100µM* | -15% | -3.7% | 26% | -3%
CCOc1ccc(-n2cnnn2)cc1S(=O)(=O)Nc1c(C)cccc1C | -2.7% | i | 1.0% | 0% | 0% | -1% | -5.9% | -2% | 23%
COc1ccccc1NS(=O)(=O)c1cccc(C(=O)N/N=C/c2ccc3c(c2)OCCO3)c1 | -2.3% | i | -0.4% | -7% | -7% | -28% | -1.9% | -4% | .
Cc1cccc(C)c1NC(=O)Cn1c(=O)n(CCCC(=O)NC2CCN(Cc3ccccc3)CC2)c(=O)c2ccccc21 | -0.6% | . | -0.6% | 16% | 0% | -14% | -3.9% | -7% | -14%
CC(C)Cn1c2c(c(O)c(C(=O)Nc3nc4ccccc4s3)c1=O)CCCC2 | 1.4% | i | -0.4% | 20% | 5% | -12% | 11% | 26% | -11%
C=CCn1c(N2C(=O)CC(Cc3ccccc3)C2=O)nc2ccccc21 (configuration not stated) | -0.9% | i | 1.2% | -11% | -3% | 13% | -0.5% | -5% | 8% | Dengue-2 NS5 capping pilot replicate=3.4
NC(=O)C1(c2ccccc2)CCOCC1 | 2.2% | i | -0.1% | 13% | -5% | -25% | -1.2% | 8% | 2%
Cc1ccc(/C=C/c2onc(C)c2S(=O)(=O)N2CCC(C(=O)N3CCCCC3)CC2)cc1 | 0.9% | . | -1.1% | 9% | -1% | -28% | -3.3% | 1% | -7%[20 µM]
CCn1c(COc2ccccc2C)nnc1SCC(=O)O | -2.2% | i | 1.8% | 2% | -4% | 2% | -1.5% | -15% | 5%
O=C(COc1ccc(Br)cc1)N/N=C1/SCC(=O)N1Cc1ccccc1 | 0.6% | i | -1.5% | 4% | 1% | -71% | 2.0% | 2% | 27%
CC1CC(C)CN(C(=O)Cn2c(SCC(=O)N3CCc4ccccc4C3)nc3ccccc32)C1 (configuration not stated) | 3.8% | i | -0.3% | 4% | -6% | 13% | . | 27% | .
COc1ccc(C(=O)/C=C2\NCC3c4ccccc4CCN3C2=O)cc1 (configuration not stated) | -0.5% | i | 0.1% | 4% | -5% | 17% | 3.8% | 1% | -17%
CCOc1ccc(C2C3=C(CCCC3=O)N(CC(=O)O)C3=C2C(=O)CCC3)cc1 | -0.9% | . | 0.7% | 1% | 12% | -12% | 8.4% | 5% | -4%[20 µM] | Dengue-2 NS5 capping pilot replicate=3.0
CC(=O)c1sc(NC(=O)C(C)C)nc1C | 0.7% | i | 0.4% | 8% | -2% | 3% | 0.6% | 42% | 2%
Cc1cccc2cc3c(N)c(C#N)sc3nc12 | -3.1% | i | -0.6% | -11% | ? | 18% | -3.1% | 10% | -18%
COC(=O)C1=C(C(=O)OC)[C@@H]2N(Cc3ccccc3)c3ccccc3[C@@]23C[C@@H](CO)N(C(=O)NC2CCCC2)C3=N1 | -1.0% | i | -0.2% | -2% | -1% | -10% | 3.1% | 0% | 7%
CN(NC(=O)c1ccco1)c1nc2ccccc2nc1C(F)(F)F | -0.9% | i | -0.5% | -3% | . | -6% | -0.7% | 20% | 1%
CN(Cc1nc2ccccc2n1C)S(=O)(=O)c1ccc(F)cc1 | -0.1% | i | -0.4% | -3% | -8% | -32% | 0.5% | 8% | 24%
O=C(Cn1c(=O)c2c(ncn2C2CCCC2)n(Cc2ccccc2)c1=O)N1CCc2ccccc21 | 2.3% | i | -0.6% | -2% | 0% | 20% | 5.4% | 13% | 1%
COc1ccc(NC(=O)CC2C(=O)N(C)C(=S)N2Cc2ccco2)cc1 (configuration not stated) | 1.5% | i | -0.7% | 4% | 1% | -23% | 3.5% | -22% | -5%
CC1CC(=O)N(Cc2ccccc2)c2ccccc2N1C=O (configuration not stated) | 0.8% | i | -0.3% | 20% | -10% | -13% | 8.7% | 7% | 25% | Dengue-2 NS5 capping pilot replicate=-1.8
C=CCn1cc(C(=O)NCc2ccc3c(c2)OCO3)c(=O)c2cc(S(=O)(=O)N(CC)CC)ccc21 | -3.8% | i | -0.6% | 8% | -1% | 26% | 3.3% | ? | -2%
COCCNC(=O)C1=C(N)C(C(=O)Nc2ccc(C)c(S(=O)(=O)N3CCCCC3)c2)SC1=Nc1ccc(C)cc1C (configuration not stated) | -2.8% | i | 0.7% | 16% | -1% | 5% | -11% | 5% | 8%
Cc1ccc(S(=O)(=O)N(C)CC(=O)OCC(=O)N2CCCC2=O)cc1 | -0.5% | i | 0.8% | 8% | -2% | 18% | 2.5% | -13% | -5%
COC(=O)c1ccc(C2=NOC(C)(c3sc(-c4ccccc4)nc3C)C2)cc1 (configuration not stated) | -0.6% | i | 0.0% | -6% | -2% | -2% | -6.4% | -3% | 31%
CCOc1ccc(-c2nnn(CC(=O)NCc3ccco3)n2)cc1OCC | 0.7% | i | 0.1% | 21% | -1% | -14% | -2.6% | 14% | 37%
COC(=O)C1CCN(C(=O)c2cc3ccccc3oc2=O)CC1 | 1.6% | i | 0.3% | -19% | -2% | -13% | -2.1% | -3% | 19%
COc1ccc(CC(=O)Nc2ccc(S(=O)(=O)Nc3nccc(C)n3)cc2)cc1 | 0.8% | i | 0.1% | 2% | -5% | -2% | 3.3% | 6% | -30%
O=C(CSc1nnc(NC(=O)c2ccccc2C(=O)O)s1)Nc1ccccc1Cl | 2.7% | i | 0.5% | 7% | -2% | -22% | 4.2% | 14% | -6%
CCCCCNC(=O)C1CC(=O)OC12CCCCC2 (configuration not stated) | -1.0% | i | -0.2% | 1% | . | -20% | . | 7% | -42%[20 µM]
CC1CC(C)CN(CC(=O)Nc2ccc3c(c2)OCCO3)C1 (configuration not stated) | 0.9% | i | -0.9% | -53% | -2% | -6% | -0.6% | -2% | 17%
Cc1cc(NC(=O)CSc2ncn[nH]2)no1 | -0.2% | i | -0.5% | -6% | . | -25% | -6.7% | 12% | -6%[20 µM]
C=CCn1c(SCC#N)nnc1-c1ccc2ncccc2c1 | -0.3% | i | 0.1% | -7% | 1% | 3% | 4.1% | 0% | 12%
COc1ccc(CC(=O)Nc2cccc(/C(C)=N/NC(=O)C3(C)CC3(Br)Br)c2)cc1 (configuration not stated) | 0.4% | . | 0.4% | 4% | 8% | -16% | 0.0% | 4% | 13%
CC(=O)Nc1ccc(S(=O)(=O)NCc2csc(C)n2)cc1 | 3.5% | i | -0.3% | 6% | -2% | -12% | 8.3% | 9% | 12%
O=C(CSc1ccccn1)Nc1ccc(Br)cn1 | -0.7% | i | 0.4% | -32% | -6% | -41% | -0.7% | 0% | 14%
O=C(Nc1cccc(-c2cccc(Cl)c2)c1)C1CCN(Cc2ccon2)CC1 | 3.2% | . | -1.1% | 22% | -4% | 3% | 4.0% | 5% | -15%
O=C(Cn1ccc(=O)[nH]c1=O)Nc1ccc(C(=O)O)c(O)c1 | 0.6% | i | 0.2% | -3% | 10% | -2% | 0.9% | 10% | 9%
O=C(Oc1cccc(Oc2ccccc2)c1)N1CCOCC1 | -1.4% | i | -0.3% | 14% | -2% | -3% | -1.2% | -6% | 28%
CCOc1ccccc1OCC(=O)Nc1ccc(S(=O)(=O)N(C)C)cc1 | -2.2% | . | . | -23% | -11% | -12% | -5.7% | 16% | 9%

Filtered by structure: the entries above containing fluorine.
SMILES | HIV fusion peptide | Yfh1-off respiration | West Nile antiviral | HEK293 NOD2/NF-kB | Dengue-2 NS5 capping | NOD1 inhibition | KOR beta-arrestin-1 | AID2073 | KOR beta-arrestin-2 | others
CN(NC(=O)c1ccco1)c1nc2ccccc2nc1C(F)(F)F | -0.9% | i | -0.5% | -3% | . | -6% | -0.7% | 20% | 1%
CN(Cc1nc2ccccc2n1C)S(=O)(=O)c1ccc(F)cc1 | -0.1% | i | -0.4% | -3% | -8% | -32% | 0.5% | 8% | 24%

Fetched one by one from the entries so far (four):
SMILES | HIV fusion peptide | Yfh1-off respiration | West Nile antiviral | HEK293 NOD2/NF-kB | Dengue-2 NS5 capping | NOD1 inhibition | KOR beta-arrestin-1 | AID2073 | KOR beta-arrestin-2 | others
O=C(Oc1cccc(Oc2ccccc2)c1)N1CCOCC1 | -1.4% | i | -0.3% | 14% | -2% | -3% | -1.2% | -6% | 28%
O=C(Cn1ccc(=O)[nH]c1=O)Nc1ccc(C(=O)O)c(O)c1 | 0.6% | i | 0.2% | -3% | 10% | -2% | 0.9% | 10% | 9%
O=C(Nc1cccc(-c2cccc(Cl)c2)c1)C1CCN(Cc2ccon2)CC1 | 3.2% | . | -1.1% | 22% | -4% | 3% | 4.0% | 5% | -15%
Cc1cc(NC(=O)CSc2ncn[nH]2)no1 | -0.2% | i | -0.5% | -6% | . | -25% | -6.7% | 12% | -6%[20 µM]
